# Screens deposited in PubChem by several laboratories.
# NR2F2 inh – inhibitors of human COUP-TFII (NR2F2); P24468; HEK293T NGFI-A luciferase reporter, luminescence; inhibition, % at 8.6 µM; 370,000 tested, 0.7% active;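 active = inhibition above a per-plate cutoff, mean inhibition of test wells between control levels plus 3 SD, cut at about 38% in these data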;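 note: cells cotransfected with COUP-TFII expression vector driving the NGFI-A reporter; 0% = median of COUP-TF2 test wells and 100% = reporter-only cells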
# TLR9-MyD88 block – TLR9-MyD88 interaction inhibition. CHO BLA complementation TLR9-MyD88, CCF4 FRET ratio. Q9NR96+Q99836. inhibition, % at 4.98 µM. 340,000 tested, 0.21% active;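 active = inhibition above the mean over all tested compounds plus 3 SD, cut at about 21% in these data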;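 note: 0% = DMSO only wells and 100% = clavulanate BLA inhibitor control wells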
# LMP1 NFkB inh – reduces LMP1-driven NF-kappaB luciferase signal; LMP1-induced NF-kappaB luciferase reporter cells, luminescence; AID 504558; inhibition, % at 12.5 µM; 350,000 tested, 0.69% active; in the data active = inhibition above about 41%;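 note: 0% = neutral control wells and 100% = reference inhibitor control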
# C8 TRAIL sens – sensitizes caspase-8 expressing cells to TRAIL | NB7+C8 cells + TRAIL, ATPlite viability luminescence | inhibition (viability loss, TRAIL sensitization), % at 10 µM | 360,000 tested, 1% active | AID 624354;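 active = compounds causing at least 50% loss of cell viability in the single-dose screen, relative to plate controls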
# SRC3 inh – human NCOA3 inhibition; Q9Y6Q9; HEK293 GAL4-SRC3 luciferase reporter, luminescence; inhibition, % at 3.6 µM; 360,000 tested, 0.17% active; AID 588352;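 active = inhibition above a per-campaign cutoff, the mean of all compounds plus 3 SD, cut at about 60% in these data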;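 note: 0% = DMSO-treated cells and 100% = gossypol-treated cells at 36 µM; higher means less SRC3-driven luciferase light from the GAL4 reporter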
# NOD2-RIPK2 inh – NOD2-RIPK2 protein interaction inhibition. CHO BLA complementation NOD2-RIPK2, CCF4 ratio. inhibition, % at 4.98 µM. 360,000 tested, 0.38% active; in the data active = inhibition above about 21%;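 note: 0% = vehicle only and 100% = reference blocker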
# Target sequence (O43353 whole entry, looked up): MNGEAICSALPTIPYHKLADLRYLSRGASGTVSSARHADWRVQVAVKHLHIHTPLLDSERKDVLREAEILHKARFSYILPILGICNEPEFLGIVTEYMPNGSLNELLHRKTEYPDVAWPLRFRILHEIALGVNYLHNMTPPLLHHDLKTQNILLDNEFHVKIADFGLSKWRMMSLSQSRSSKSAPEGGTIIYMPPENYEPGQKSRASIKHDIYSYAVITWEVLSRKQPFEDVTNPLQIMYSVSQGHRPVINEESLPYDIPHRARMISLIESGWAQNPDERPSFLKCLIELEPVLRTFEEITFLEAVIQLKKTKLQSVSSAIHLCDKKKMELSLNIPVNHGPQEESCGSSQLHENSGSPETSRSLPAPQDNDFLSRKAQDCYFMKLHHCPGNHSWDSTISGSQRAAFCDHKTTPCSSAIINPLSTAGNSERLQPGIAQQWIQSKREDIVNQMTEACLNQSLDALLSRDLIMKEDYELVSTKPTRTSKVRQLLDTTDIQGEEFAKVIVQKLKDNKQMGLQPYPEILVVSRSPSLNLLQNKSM
# SRC1 inh – inhibitors of human steroid receptor coactivator 1 (SRC1); Q15788; HEK293 GAL4-SRC1 luciferase reporter, luminescence; 360,000 tested, 0.12% active; inhibition, % at 3.6 µM;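 active = inhibition above the campaign mean plus 3 SD, with each screening campaign given its own cutoff, cut at about 60% in these data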;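 note: 0% = DMSO treated cells and 100% = gossypol at 36 µM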
# SRC2 inh – inhibits human steroid receptor coactivator 2 | HEK293 GAL4-SRC2 luciferase reporter, luminescence | inhibition, % at 9 µM | 370,000 tested, 0.17% active | AID 651957;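 active = inhibition above the mean inhibition of all tested compounds plus 3 SD, set per campaign, cut at about 52% in these data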;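 note: 0% = DMSO treated cells and 100% = cells given Gossypol at 36 µM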
# NR5A2 inv ag – inverse agonists of human LRH-1 (NR5A2) | O00482 | HEK293T StAR-luciferase reporter, LRH-1 transfected, 24 h | inhibition, % at 3.6 µM | 360,000 tested, 0.13% active | AID 602396;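 active = inhibition above the mean inhibition of all tested compounds plus 3 SD, cut at about 73% in these data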;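 note: 0% = DMSO wells and 100% = reporter-only cells lacking LRH-1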
# Target sequence (O00482 whole entry, looked up): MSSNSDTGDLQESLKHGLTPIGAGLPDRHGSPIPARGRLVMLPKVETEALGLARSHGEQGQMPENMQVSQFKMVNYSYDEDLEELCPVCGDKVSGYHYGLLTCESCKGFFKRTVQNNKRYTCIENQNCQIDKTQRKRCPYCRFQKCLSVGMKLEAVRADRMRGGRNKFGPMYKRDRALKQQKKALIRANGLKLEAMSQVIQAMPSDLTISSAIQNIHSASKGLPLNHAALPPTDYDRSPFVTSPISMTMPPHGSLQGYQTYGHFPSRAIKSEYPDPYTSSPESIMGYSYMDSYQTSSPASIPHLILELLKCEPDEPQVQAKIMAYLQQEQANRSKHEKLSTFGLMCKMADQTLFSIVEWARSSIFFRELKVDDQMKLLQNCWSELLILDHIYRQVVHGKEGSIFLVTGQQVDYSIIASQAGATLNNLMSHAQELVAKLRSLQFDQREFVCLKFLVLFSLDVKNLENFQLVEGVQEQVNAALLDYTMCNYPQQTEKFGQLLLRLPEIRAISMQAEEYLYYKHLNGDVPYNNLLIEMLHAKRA
# TROY signal inh – blocks TROY-dependent signaling in reporter cells | Q293 LMP1-TROYcd NF-kB luciferase reporter, 4 h | inhibition, % at 10 µM | 360,000 tested, 0.98% active;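 active = compounds whose plate-normalised and pattern-corrected inhibition of the luciferase reporter signal at the single screening dose is 50% or more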
# Vif inh – HIV Vif inhibition; HEK293T cells, Vif self-association by quenched fluorescence, imaging, 24 h; inhibition, % at 7.49 µM; 340,000 tested, 0.35% active; AID 602346; in the data active = inhibition above about 50%, passing the limit was not always enough; note: some results filed as inactive read as strong as hits
# Active calls of the source: *; . = no result given. This is a subset; count on the stated rates, not on these rows.
SMILES,NR2F2 inh,TLR9-MyD88 block,LMP1 NFkB inh,C8 TRAIL sens,SRC3 inh,NOD2-RIPK2 inh,SRC1 inh,SRC2 inh,NR5A2 inv ag,TROY signal inh,Vif inh
O=C(c1cccc(-c2ccco2)c1)N1CCCC(N2CCN(c3ccc(F)cc3)CC2)C1 (centres undefined),-2.6,-21.6,7.5,10.3,-9.5,-4.4,-2.1,8.1,-5.7,14.1,-13.3
CCOC(=O)N1CCC(NC(=O)CSCc2nc(-c3cccc(OC)c3)oc2C)CC1,26.5,0.7,9.7,0.1,17.1,-5.9,-11.4,12.6,13.7,14.2,-18.8
CC(=O)c1ccc2ccccc2c1OC(=O)c1ccncc1,-6.5,-4.4,-4.0,-7.2,-18.7,-0.8,-8.5,-29.6,10.8,17.5,-0.8
O=C(CSCc1ccc(Cl)cc1)NCCSCc1ccco1,19.7,4.2,-2.7,-13.0,-1.0,-9.2,-8.7,12.1,8.0,7.0,7.7
O=[N+]([O-])/C=C/c1cn(Cc2ccccc2)c2ccccc12,8.3,5.8,2.3,-21.9,4.2,8.9,-4.9,6.2,-4.2,-9.9,7.2
CC1CCCC(NC(=O)CN2C(=O)NC(C)(c3ccccc3)C2=O)C1C (centres undefined),-8.9,-4.0,4.7,7.6,9.6,-0.1,1.4,-7.5,1.8,2.7,-7.2
Cc1nc2ccccc2c(=O)n1/N=C/c1ccc(C(C)C)cc1,7.1,-10.3,-1.2,-3.8,-27.5,-8.2,-15.8,-47.6,-4.5,-29.8,-7.7
CC(C)(C)C(=O)N1CCc2cc(-c3csc(N)n3)ccc21,2.8,-8.5,16.9,86.5*,-10.0,-5.4,-22.8,1.4,-42.6,24.4,13.3
C=C(C)COc1ccc2c(CC)cc(=O)oc2c1C,-10.1,-5.1,-12.4,6.5,4.5,5.3,3.0,0.9,-5.4,-21.4,-6.5
CCOc1ccc(N2C(=O)CNC2=S)cc1,9.2,0.8,-0.6,11.2,-6.4,-7.3,17.1,-8.9,-2.1,12.1,-1.3
Cc1ccccc1Nc1ncnc2c1cnn2-c1ccccc1,-23.7,7.6,16.9,3.1,-48.5,-3.6,-35.9,-20.2,-99.0,-64.0,-7.9
N/C(Cc1ccc(Cl)cc1)=N\OC(=O)C1CCCCC1,-9.3,-8.1,-3.3,23.5,-10.2,2.3,-35.1,-37.6,0.3,-83.6,-2.1
O=C(c1cccc(Cl)c1)N1CCN(c2ncnc3c2cnn3-c2ccccc2)CC1,3.3,0.8,3.8,-2.2,-1.9,5.3,-13.5,-21.6,6.0,12.9,0.3
CS(=O)(=O)c1ccc(Cl)c(NC(=O)C2CCN(S(=O)(=O)c3cccs3)CC2)c1,-7.2,-1.2,-3.5,1.6,-13.2,-4.0,-11.9,-4.7,6.8,21.0,-2.7
CC(=O)c1c(NCCc2ccccc2)nc(=S)n(-c2ccccc2)c1C,9.0,6.2,2.3,3.0,6.8,-0.1,-23.0,3.3,-35.4,-4.0,1.0
Cc1nnc2c(Oc3ccccc3)nc3ccccc3n12,-13.4,2.6,4.2,-10.6,-5.3,-7.2,2.5,12.9,13.4,-26.2,10.7
COc1cccc(N2CCN(C(=O)c3ccc(CS(=O)c4ccccc4Cl)o3)CC2)c1 (centres undefined),-45.2,1.2,2.4,35.3,1.8,6.8,-8.5,27.4,14.6,6.1,-1.8
COc1ccc(C(C(=O)NC2CCCCC2)N2CCC3(CC2)OCCO3)cc1 (centres undefined),6.0,6.3,0.1,-6.4,16.2,8.7,-0.1,5.3,-4.7,11.2,-0.9
Nc1ccc(NC(=O)c2ccco2)c(Cl)c1,1.6,-1.0,-2.3,6.5,3.8,-16.0,-12.2,-28.9,-2.6,-44.4,-9.8
Cc1c2cn[nH]c(=O)c2c(C)n1Cc1ccc(F)cc1,6.2,0.0,-2.7,9.2,-17.1,-2.5,-49.8,-16.6,-8.3,-2.4,-2.5
COc1ccc(N(C(=O)c2ccc(Cl)cc2)C2=CC3CCC(C2)N3C)cc1 (centres undefined),-3.7,7.8,-0.6,2.1,12.4,0.1,-10.7,-4.8,16.8,3.1,4.4
Cc1cccc(-c2nnc(SCC(=O)N3CCOCC3)o2)c1,-20.5,2.0,-12.3,2.0,-45.7,5.4,-37.2,-55.1,-36.1,-46.6,20.3
Cc1c(C(=O)NCc2cccs2)sc(=O)n1Cc1ccc(S(C)(=O)=O)cc1,-2.2,.,.,-13.9,-5.0,-4.0,3.6,3.4,0.8,-2.5,-3.8
Cc1ccc(S(=O)(=O)N(CC(=O)NCc2ccccc2Cl)C(=O)N2CCN(C)CC2)cc1,-12.2,-2.8,-3.6,23.7,-22.3,-10.1,-2.8,0.7,-18.1,2.4,-9.3
CN(C)/N=C/c1ccc(Sc2ccccc2[N+](=O)[O-])o1,-2.1,-0.1,-2.4,2.9,-6.9,-19.5,4.8,5.6,-4.7,-10.0,-29.6
COC(=O)CCN(C(=O)c1ccc(N2CCCCC2)c([N+](=O)[O-])c1)c1ccccn1,3.2,2.9,5.2,-0.8,-17.8,1.5,2.6,-0.3,-19.1,26.0,-5.0
CCOC(=O)[C@]12CCC=C1N(CCC1=CCCCC1)C(=O)[C@H](CC(=O)N1CCOCC1)C2,-9.7,.,.,-5.0,.,-7.8,.,-30.5,-10.4,-9.1,.
COCCCNc1nc2nonc2nc1NCCSC,10.4,-6.3,0.8,10.7,19.3,3.2,4.9,-25.4,9.8,8.8,1.1
CCOC(=O)[C@]12CCC=C1N(Cc1cccc3ccccc13)C(=O)[C@H](CC(=O)N1CCCCC1)C2,3.7,.,.,10.4,.,-4.1,.,-33.2,-4.5,-12.9,.
CCC1=NN2C(=N)/C(=C\c3ccc(OCc4cc(=O)n5nc(CC)sc5n4)c(OC)c3)C(=O)N=C2S1,-5.6,3.2,-3.9,0.5,7.6,-7.5,-14.4,8.2,13.2,10.6,-3.6
CCCCOC(=O)n1c(=O)oc2cc(S(=O)(=O)N3CCCCC3)ccc21,-13.4,10.0,6.7,-4.5,4.4,-3.5,4.6,1.7,-24.2,36.7,.
O=C(CCN1C(=O)/C(=C/c2ccccc2)SC1=S)NC1CCS(=O)(=O)C1 (centres undefined),4.0,1.1,-1.4,19.2,9.1,-2.6,11.3,2.0,7.0,-21.9,-4.7
O=C(c1ccc2c3c(cccc13)CC2)C1CCCN(Cc2ccccn2)C1 (centres undefined),-0.8,-3.0,0.4,0.1,9.1,0.2,14.7,-0.9,9.6,-0.2,-3.9
Cc1c(N=Cc2ccc(O)c(Br)c2)cccc1[N+](=O)[O-],-5.2,0.2,47.1*,8.2,-5.8,6.2,-5.3,-16.3,3.6,-3.4,-4.6
Cc1ccc(COc2ccsc2C(=O)NNC(N)=S)cc1,14.5,.,-0.5,8.3,3.4,-3.4,-27.7,-23.8,0.7,2.2,-2.4
Cc1nnc(SCCn2c(N3CC(C)CC(C)C3)nc3c2c(=O)n(C)c(=O)n3C)s1 (centres undefined),9.9,-7.1,-8.5,-10.5,18.5,7.4,3.1,7.1,-1.1,-3.5,9.0
C=CCn1c(SCC(=O)N2CCN(c3ccc(F)cc3)CC2)nnc1-c1ccco1,22.4,-2.8,8.0,12.1,5.4,-2.9,-2.7,6.8,19.4,5.4,4.1
COc1ccc2c(c1)CCc1c(C(=O)Nc3c(C)nn(Cc4ccccc4)c3C)noc1-2,19.4,-5.8,-17.7,-15.6,9.7,-2.9,7.3,-15.6,-10.6,35.0,-16.4
CCOc1ccccc1C1CC(=O)Nc2cc(OC)c(OC)cc21 (centres undefined),15.0,0.4,8.8,-7.4,1.4,-0.3,-2.4,-10.6,-0.1,9.6,6.5
O=C(CCn1cnc2ccccc21)N/N=C/c1ccc(O)cc1,-6.0,2.8,-0.9,-4.4,-4.1,2.2,-12.9,-28.9,-20.5,-12.2,1.0
COc1ccc(C)cc1S(=O)(=O)N1CCCC(C(=O)NC2CC2)C1 (centres undefined),-2.2,-4.5,-0.4,3.1,16.6,-9.2,-24.7,-11.8,-3.4,-7.8,-2.2
CCOc1ccc(CCNC(=O)CCCn2nc(C)c3c(C)n(-c4ccccc4)nc3c2=O)cc1,1.3,-0.7,7.1,4.7,3.6,-2.1,-1.0,10.2,4.0,-0.8,-0.6
CC(C)n1nnnc1-c1cc(Cl)cc(Cl)c1,-7.4,-12.2,-2.5,2.8,-4.0,-6.4,15.5,5.3,33.3,1.1,-1.3
Cc1cc(C(=O)Nc2ccccc2Cc2ccccc2)no1,5.0,6.7,1.5,1.1,14.5,-1.7,1.3,-23.3,10.8,-35.4,.
COc1cccc2cc(C(=O)N3CCN(C45CC6CC(CC(C6)C4)C5)CC3)c(=O)oc12,-4.8,6.5,-13.1,-5.6,-8.9,-0.4,-8.3,-1.3,9.8,-4.5,9.6
O=S(=O)(Nc1ccc2c(c1)nc1n2CCN(Cc2ccccc2)C1)c1ccc(Cl)cc1,10.0,-9.4,-2.1,-3.7,4.2,-0.8,2.9,23.0,9.2,-0.8,-14.7
COC(=O)c1nnc(-c2ccccc2)c(-c2ccccc2)n1,-15.1,-3.0,0.1,-7.5,5.0,-5.9,5.4,-37.5,-0.4,-6.1,7.6
Cc1ccc(C(C(=O)NC(C)(C)C)N(Cc2cccs2)C(=O)c2ccc3c(c2)OCCO3)cc1 (centres undefined),-8.3,-5.0,-6.7,2.1,21.7,0.7,7.4,-33.1,-12.4,24.0,10.5

# Part of the list above, bar-delimited.
compound | NR2F2 inh | TLR9-MyD88 block | LMP1 NFkB inh | C8 TRAIL sens | SRC3 inh | NOD2-RIPK2 inh | SRC1 inh | SRC2 inh | NR5A2 inv ag | TROY signal inh | Vif inh
CCOc1ccc(CCNC(=O)CCCn2nc(C)c3c(C)n(-c4ccccc4)nc3c2=O)cc1 | 1.3 | -0.7 | 7.1 | 4.7 | 3.6 | -2.1 | -1.0 | 10.2 | 4.0 | -0.8 | -0.6
CC(C)n1nnnc1-c1cc(Cl)cc(Cl)c1 | -7.4 | -12.2 | -2.5 | 2.8 | -4.0 | -6.4 | 15.5 | 5.3 | 33.3 | 1.1 | -1.3

# (list continues)
SMILES,NR2F2 inh,TLR9-MyD88 block,LMP1 NFkB inh,C8 TRAIL sens,SRC3 inh,NOD2-RIPK2 inh,SRC1 inh,SRC2 inh,NR5A2 inv ag,TROY signal inh,Vif inh
CCN(CCn1cccn1)C(=O)c1cc(COc2cccc3cccnc23)on1,0.4,5.5,7.9,-1.5,-2.4,5.9,9.8,-15.0,-13.8,1.1,1.9
CC(C)(C)OC(=O)C[C@@H]1C/C=C\C[C@@H](CC(=O)NCCO)C(=O)NCCOC1=O,-3.7,-3.0,-36.0,12.8,6.0,-6.2,8.3,-9.0,2.8,-2.9,-2.1
Cc1cc2c(cc1C)CSC(c1ccccc1O)SC2,3.3,-5.5,-11.5,11.3,-8.7,6.8,-2.1,4.5,12.5,11.1,-15.9
CN(C)CCN=Cc1c(O)n(Cc2ccccc2)c(=O)c2ccccc12,6.0,-0.8,-6.8,9.8,9.7,1.1,-19.1,-9.2,2.2,7.7,-2.9
Cc1cc[n+](CC[n+]2ccc(C)cc2)cc1,8.8,-1.1,7.9,0.2,7.3,-3.7,-19.6,-2.6,-19.6,-4.3,-0.6
COc1ccc2cc3c(N)nn(C(=O)c4cccc(F)c4)c3nc2c1,-8.0,6.4,25.9,11.7,26.6,4.9,17.8,2.7,-0.6,15.3,1.7
NS(=O)(=O)c1ccc(NC(=O)COc2ccc(Cl)cc2)cc1,9.2,7.5,-4.4,-29.0,-5.5,-10.1,-4.6,-5.6,3.5,-6.0,2.0
